High-throughput results (PubChem)
M1 antag = M1 muscarinic receptor (rat) antagonism; CHO-M1 cells, Fluo-4 calcium, ACh EC80 antagonist mode; active compounds read low; 64,000 compounds, 3.4% hits; P08482; AID 628; B-score at 10 µM;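 active = calcium fluorescence response, raw or row-and-column corrected B-score, differing from the plate sample mean either way at a set confidence level, mostly lower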
NADH coupling = inhibition of NAD/NADH coupling enzymes, library profiling; 65,000 compounds, 0.02% hits; IC50, µM (top dose mostly 10 µM), inactives show top-dose inhibition; coupled PK/LDH NADH assays, four targets;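 active = single-dose screening hits from any of four coupled enzyme assays that gave an IC50 when retested across doses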;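 note: the DPM-DC format reads NADH fluorescence rather than 340 nm absorbance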
D1 allo mod = D1 dopamine receptor (human) allosteric modulation; AID 641; B-score at 10 µM; HEK293 D1, CRE-luciferase, dopamine EC30 potentiation; actives deviate in either direction; P21728; 58,000 compounds, 5.9% hits;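 active = luminescence count or its row- and column-corrected plate score outside the 99.7% band of the plate's sample wells, on either side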
Target sequence (P21728 whole entry, looked up): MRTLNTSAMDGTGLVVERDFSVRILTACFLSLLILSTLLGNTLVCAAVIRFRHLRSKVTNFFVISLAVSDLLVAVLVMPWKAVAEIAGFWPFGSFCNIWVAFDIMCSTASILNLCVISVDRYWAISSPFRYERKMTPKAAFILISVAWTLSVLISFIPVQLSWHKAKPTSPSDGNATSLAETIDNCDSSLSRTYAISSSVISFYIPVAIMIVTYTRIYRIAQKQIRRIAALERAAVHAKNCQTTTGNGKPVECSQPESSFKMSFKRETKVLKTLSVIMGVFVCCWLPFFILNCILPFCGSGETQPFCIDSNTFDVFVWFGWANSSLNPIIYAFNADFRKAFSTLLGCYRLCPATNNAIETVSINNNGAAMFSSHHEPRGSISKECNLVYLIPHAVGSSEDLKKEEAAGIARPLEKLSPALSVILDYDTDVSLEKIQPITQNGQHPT
TNAP act mid DEA = human TNAP activation, intermediate phosphate acceptor; activation factor at 20 µM; 64,000 tested, under 10 active; purified TNAP, CDP-star luminescence, 100 mM DEA, 30 min; active compounds read high; scale: 0 levamisole-inhibited, 1 vehicle-only enzyme; P05186;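 active = activation factor of at least 2 at 20 µM, relative to controls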
Target sequence (P05186 whole entry, looked up): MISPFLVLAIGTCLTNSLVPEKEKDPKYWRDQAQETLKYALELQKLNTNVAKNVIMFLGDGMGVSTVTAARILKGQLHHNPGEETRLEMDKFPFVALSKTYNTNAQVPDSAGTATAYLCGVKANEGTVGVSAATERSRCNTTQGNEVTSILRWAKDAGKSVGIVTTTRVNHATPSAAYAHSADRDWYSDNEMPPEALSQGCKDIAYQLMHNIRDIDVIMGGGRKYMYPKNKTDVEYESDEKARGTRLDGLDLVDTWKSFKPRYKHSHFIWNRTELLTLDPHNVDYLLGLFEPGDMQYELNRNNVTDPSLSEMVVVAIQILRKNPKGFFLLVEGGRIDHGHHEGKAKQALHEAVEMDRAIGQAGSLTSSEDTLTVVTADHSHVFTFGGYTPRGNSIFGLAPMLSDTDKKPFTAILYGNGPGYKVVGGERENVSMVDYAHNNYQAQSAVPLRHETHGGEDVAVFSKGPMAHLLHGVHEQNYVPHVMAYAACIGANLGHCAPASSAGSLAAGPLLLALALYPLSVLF
HEK293 NFkB inh = inhibitors of the PMA/ionomycin-induced NF-kB reporter in HEK293 cells | HEK-293 NF-kB luciferase reporter, luminescence | AID 465 | 62,000 compounds, 0.21% hits | inhibition, % at 3 µM;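 active = inhibition above the mean of all tested compounds plus 3 SD, cut at about 40% in these data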;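 note: 0% = stimulated DMSO wells and 100% = 10 µM reference inhibitor 5653914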
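System – HEK-293 cells with stable firefly luciferase reporter driven by four HIV NF-kB elements · Doses – one dose, 3 µM · Schedule – 1 h compound pre-incubation, 16 h PMA/ionomycin at 37 °C · Technique – luminescence from luciferase substrate reagent · Measure – percent inhibition normalized per plate to DMSO and reference-inhibitor controls · Replicates – tested once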
Jurkat viability = cytotoxic compounds reducing Jurkat cell viability; inhibition, % at 4 µM; Jurkat E6.1 viability, ATP luminescence, 48 h; AID 463; 56,000 compounds, 1.2% hits;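 active = inhibition above the mean inhibition of all tested compounds plus 3 SD, cut at about 28% in these data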
Ecoli tolC = growth inhibitors of E. coli BW25113 tolC mutant; OD615; growth inhibition, % at 10 µM (by protocol); 65,000 compounds, 2.2% hits;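 active = growth inhibition at or above a cutoff equal to the mean over every tested compound plus 3 SD, cut at about 60% in these data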;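 note: growth measured after 20 h incubation at 37 °C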
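Assay system: tolC-deleted E. coli BW25113. Medium: kanamycin-containing LB broth (50 µg/mL). Dosing: 10 µM final, single dose. Timing: bacterial growth with compound for 20 h at 37 °C. Detection: A615 absorbance measurement. Read-out basis: growth inhibition in percent.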
M1 agonist = M1 muscarinic receptor agonism. CHO-M1 cells, Fluo-4 calcium fluorescence, agonist mode; active compounds read high. B-score at 10 µM. 64,000 compounds, 3% hits. AID 626;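 active = fluorescence rise, raw or as B-score row- and column-corrected plate score, outside the 99.7% band of its plate's samples, either direction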
SF1 activator = activators of human nuclear receptor SF-1; CHO-K1 Gal4-SF-1 LBD luciferase reporter; % increase over DMSO SF-1-specific signal; activation, % at 10 µM; 65,000 compounds, 1.9% hits;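 active = activation above the mean activation of all tested compounds plus 3 SD, cut at about 50% in these data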
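material = CHO-K1 cells with Gal4–hSF-1 LBD chimera plus Gal4-driven luciferase | compound = 10 µM single point, 1% DMSO | incubation = 20 h compound exposure at 37 °C after 1 h cell settling | measured by = SteadyLite luciferase luminescence | evaluation = percent activation relative to DMSO median and mock-transfected background | control set = DMSO negative control and −SF1 background wells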
* marks the source's active call; other numbers are inactive results; x = not tested or not shown; [ ] = another dose, or the depositor's remark. Only part of the results is shown; the hit share may differ from the screen's.

Field names: A = M1 antag; B = NADH coupling; C = D1 allo mod; D = TNAP act mid DEA; E = HEK293 NFkB inh; F = Jurkat viability; G = Ecoli tolC; H = M1 agonist; I = SF1 activator
1: CC(=O)C1C(=O)NC23CCCCC2C1c1ccccc1O3 (stereo not drawn)
  A: -0.327; B: 2.0%; C: -0.757; D: 0.9; E: 0.9; F: -0.1; G: 10.0; H: 0.178; I: -4.1

2: CCn1c(=O)cc(OCC(=O)N2CCC3(CC2)OCCO3)c2ccccc21
  A: 1.75; B: 4.0%; C: x; D: 0.9; E: 14.9; F: 1.0; G: 2.2; H: 0.219; I: -1.0

3: O=c1cccc2n1CC1CC2CN(Cc2cccc(Cl)c2Cl)C1 (stereo not drawn)
  A: -0.613; B: 3.0%; C: 0.427; D: 1; E: 11.9; F: 1.7; G: 32.9; H: -0.178; I: -11.6

4: CC(=O)Nc1ccc(S(=O)(=O)NC(CC(=O)N2CCC3(CC2)OCCO3)C(C)C)cc1 (stereo not drawn)
  A: x; B: 6.0%; C: x; D: 1; E: 11.6; F: -1.9; G: -15.2; H: x; I: -4.3

5: CCCCCCn1c(=O)c(C(=O)Nc2c(C)n(C)n(-c3ccccc3)c2=O)c(O)c2ccccc21
  A: -8.01*; B: 2.0%; C: -1.48; D: 1; E: 6.4; F: -2.0; G: 2.1; H: 1.53; I: 4.0

6: CCOC(=O)C1C2c3ccccc3O[C@@]1(C)N=C1SCC(=O)N12 (stereo partly drawn)
  A: 1.13*; B: 13.0%; C: 0.48; D: 1; E: 15.7; F: 3.2; G: -13.1; H: -0.166; I: -8.6

7: CCC(=NCc1ccc2c(c1)OCO2)c1c(O)n(C2CCCCC2)c(=O)[nH]c1=O
  A: -0.797; B: 4.0%; C: 0.00849; D: 0.9; E: 11.8; F: 9.8; G: 74.7*; H: -0.786; I: -36.3

8: CCc1nc2ccccc2c(=O)n1-c1cccc(OC)c1
  A: -0.313; B: 2.0%; C: x; D: 0.9; E: 6.7; F: x; G: -11.9; H: -0.383; I: -1.4

9: CCOc1cc(C(=O)N2CCC3(CC2)OCCO3)cc(OCC)c1OCC
  A: -0.04; B: 8.0%; C: -0.132; D: 1; E: 1.3; F: -6.3; G: -8.0; H: -0.466; I: -7.8

10: COc1ccccc1N=C1SCCCN1C
  A: 0.926; B: 5.0%; C: x; D: 0.9; E: 6.1; F: -2.8; G: -20.4; H: 0.756; I: 1.2

Further entries follow:
Field names: A = M1 antag; B = NADH coupling; C = D1 allo mod; D = TNAP act mid DEA; E = HEK293 NFkB inh; F = Jurkat viability; G = Ecoli tolC; H = M1 agonist; I = SF1 activator
11: COC(=O)c1cc(C(O)(C(=O)OC)C(F)(F)F)c(/N=C/N(C)C)s1 (stereo not drawn)
  A: 0.00926; B: 5.0%; C: 0.596; D: 0.9; E: 16.1; F: 0.3; G: -7.9; H: 0.0426; I: 0.6

12: COc1ccccc1CN1CCN(C(=O)COc2ccccc2)CC1
  A: -0.528; B: 1.0%; C: 0.232; D: 1; E: 14.0; F: 6.4; G: -8.6; H: 0.176; I: 2.3

13: COc1ccc(CC[n+]2cc(/N=C(\C)[O-])on2)cc1OC
  A: -0.116; B: 2.0%[fluoresces]; C: -0.00111; D: 0.9; E: 4.0; F: 6.5; G: -25.6; H: -0.962; I: -10.1

14: CCCCCCn1c(=O)c(C(=O)Nc2ccncc2)c(O)c2ccccc21
  A: -0.0152; B: 7.0%; C: -0.227; D: 0.9; E: 4.9; F: -3.9; G: 27.2; H: 0.139; I: -0.3

15: CCSc1cc(C2C(C#N)=C(N)Oc3n[nH]c(C)c32)c(C)o1 (stereo not drawn)
  A: 0.537; B: 2.0%; C: 0.66; D: 1; E: 3.8; F: 0.1; G: 12.2; H: 1.33; I: 22.0

16: Clc1ccc2c(N3CCNCC3)ccnc2c1
  A: -0.892; B: 10.0%; C: -2.21; D: 0.9; E: -5.5; F: -1.0; G: -11.2; H: -0.288; I: 2.1

17: CCOC(=O)c1c(C)n(Cc2ccco2)c2ccc(OC)cc12
  A: -0.203; B: 0.0%; C: 3.92*; D: 1; E: 7.5; F: 7.5; G: 32.5; H: 0.806; I: -13.2

18: CCOC(=O)C1=C(N)Oc2cc(C)oc(=O)c2C12C(=O)N1c3c(cccc32)C(C)=CC1(C)C (stereo not drawn)
  A: 0.75; B: 3.0%; C: -1.08; D: 1; E: 7.3; F: -5.5; G: 30.1; H: 0.862; I: -1.1

19: Cc1cc(C)n2c(Br)c(CN3CC4CC(C3)c3cccc(=O)n3C4)nc2n1 (stereo not drawn)
  A: 0.295; B: 5.0%; C: -0.262; D: 1; E: 15.3; F: 2.9; G: -4.7; H: 0.547; I: 11.6

20: COc1ccc(OC)c(C2=NOC(C(=O)N3CCC4(CC3)OCCO4)C2)c1 (stereo not drawn)
  A: -0.614; B: 3.0%; C: 0.841; D: 0.9; E: 10.4; F: -3.0; G: -3.9; H: 0.261; I: -7.0

The results go on:
Field names: A = M1 antag; B = NADH coupling; C = D1 allo mod; D = TNAP act mid DEA; E = HEK293 NFkB inh; F = Jurkat viability; G = Ecoli tolC; H = M1 agonist; I = SF1 activator
21: COc1ccc(S(=O)(=O)NCc2ccc(C(=O)N3CCC4(CC3)OCCO4)cc2)cc1
  A: -1.22; B: 7.0%; C: 0.33; D: 1; E: 20.1; F: x; G: -3.4; H: -0.275; I: 6.6

22: O=C(COc1ccccc1)N1CCN(CC(O)COc2ccccc2)CC1 (stereo not drawn)
  A: -0.473; B: 11.0%; C: 0.52; D: 1; E: -0.4; F: -2.4; G: -6.6; H: -0.157; I: 5.5

23: Cc1cc(N2C(=O)C3CCCN3C2c2cccc(Cl)c2)no1 (stereo not drawn)
  A: -0.0626; B: 2.0%; C: 0.0403; D: 0.9; E: -5.9; F: 0.1; G: -23.2; H: 0.525; I: 9.4

24: CC1CC2(O)c3nonc3CCC2N1O (stereo not drawn)
  A: -0.204; B: 4.0%; C: 0.428; D: 1; E: 13.0; F: 2.9; G: -3.9; H: -0.538; I: -21.7

25: CCOc1cccc(N2C(=O)CC(=O)NC2=O)c1
  A: 1.58; B: 2.0%; C: -1.1; D: 0.9; E: 12.0; F: -5.1; G: -6.0; H: -0.846; I: 26.1

26: Cc1nc2ncnn2c(C)c1CCC(=O)N1CCC2(CC1)OCCO2
  A: 1.07; B: 7.0%; C: 2.8*; D: 1; E: -1.1; F: 1.2; G: -8.2; H: -0.00939; I: 1.8

27: O=c1[nH]c(=O)n(Cc2ccco2)c(O)c1C=NCc1ccco1
  A: -0.00997; B: 8.0%; C: 0.729; D: 0.9; E: -7.7; F: -0.5; G: -23.6; H: -1.84; I: 8.7

28: Cc1cccc(-n2c(C)nc3cc(C(=O)N4CCC5(CC4)OCCO5)ccc32)c1
  A: 0.258; B: 5.0%; C: 2.38; D: 1; E: 15.8; F: x; G: 1.3; H: -0.0322; I: 24.1

29: CC12CCCCC1=NC(c1ccc(Br)cc1)N2O (stereo not drawn)
  A: -2.47; B: 0.0%; C: -0.0375; D: 1; E: 3.8; F: -2.4; G: -6.3; H: 0.0272; I: -10.6

30: Cc1ccccc1C1=NCC(=O)N(CC(=O)NCc2ccco2)c2sc3c(c21)CCCC3
  A: x; B: 5.0%; C: -1.05; D: 0.9; E: 4.0; F: -7.2; G: 61.0*; H: x; I: 10.6

31: CCCCN1CCC(C#N)(Nc2ccccc2)CC1
  A: 0.185; B: 3.0%; C: -1.25; D: 0.9; E: 19.6; F: 8.2; G: -22.4; H: 1.35; I: -3.0

32: CCC(=NCCO)c1c(O)n(C2CCCCC2)c(=O)[nH]c1=O
  A: -0.00685; B: 4.0%; C: -0.0501; D: 1; E: 9.5; F: 3.6; G: -14.4; H: -0.89; I: -5.3

33: CC(=O)N1CN2CN(C(C)=O)CC(C(=O)c3ccc(Br)cc3)(C2)C1
  A: -0.252; B: 8.0%; C: 1.31; D: 0.9; E: 2.3; F: 1.8; G: -5.0; H: -0.161; I: -11.4

As a working copy, some entries already given.
Field names: A = M1 antag; B = NADH coupling; C = D1 allo mod; D = TNAP act mid DEA; E = HEK293 NFkB inh; F = Jurkat viability; G = Ecoli tolC; H = M1 agonist; I = SF1 activator
21: COc1ccc(S(=O)(=O)NCc2ccc(C(=O)N3CCC4(CC3)OCCO4)cc2)cc1
  A: -1.22; B: 7.0%; C: 0.33; D: 1; E: 20.1; F: x; G: -3.4; H: -0.275; I: 6.6

22: O=C(COc1ccccc1)N1CCN(CC(O)COc2ccccc2)CC1 (stereo not drawn)
  A: -0.473; B: 11.0%; C: 0.52; D: 1; E: -0.4; F: -2.4; G: -6.6; H: -0.157; I: 5.5

23: Cc1cc(N2C(=O)C3CCCN3C2c2cccc(Cl)c2)no1 (stereo not drawn)
  A: -0.0626; B: 2.0%; C: 0.0403; D: 0.9; E: -5.9; F: 0.1; G: -23.2; H: 0.525; I: 9.4

24: CC1CC2(O)c3nonc3CCC2N1O (stereo not drawn)
  A: -0.204; B: 4.0%; C: 0.428; D: 1; E: 13.0; F: 2.9; G: -3.9; H: -0.538; I: -21.7

25: CCOc1cccc(N2C(=O)CC(=O)NC2=O)c1
  A: 1.58; B: 2.0%; C: -1.1; D: 0.9; E: 12.0; F: -5.1; G: -6.0; H: -0.846; I: 26.1

26: Cc1nc2ncnn2c(C)c1CCC(=O)N1CCC2(CC1)OCCO2
  A: 1.07; B: 7.0%; C: 2.8*; D: 1; E: -1.1; F: 1.2; G: -8.2; H: -0.00939; I: 1.8

27: O=c1[nH]c(=O)n(Cc2ccco2)c(O)c1C=NCc1ccco1
  A: -0.00997; B: 8.0%; C: 0.729; D: 0.9; E: -7.7; F: -0.5; G: -23.6; H: -1.84; I: 8.7

28: Cc1cccc(-n2c(C)nc3cc(C(=O)N4CCC5(CC4)OCCO5)ccc32)c1
  A: 0.258; B: 5.0%; C: 2.38; D: 1; E: 15.8; F: x; G: 1.3; H: -0.0322; I: 24.1

29: CC12CCCCC1=NC(c1ccc(Br)cc1)N2O (stereo not drawn)
  A: -2.47; B: 0.0%; C: -0.0375; D: 1; E: 3.8; F: -2.4; G: -6.3; H: 0.0272; I: -10.6

30: Cc1ccccc1C1=NCC(=O)N(CC(=O)NCc2ccco2)c2sc3c(c21)CCCC3
  A: x; B: 5.0%; C: -1.05; D: 0.9; E: 4.0; F: -7.2; G: 61.0*; H: x; I: 10.6

31: CCCCN1CCC(C#N)(Nc2ccccc2)CC1
  A: 0.185; B: 3.0%; C: -1.25; D: 0.9; E: 19.6; F: 8.2; G: -22.4; H: 1.35; I: -3.0
